Compound activity as filed in PubChem.
PhoP GFP inhibition = Inhibition of PhoP regulon, Salmonella typhi GFP reporter cells, confirmation, 4 h (AID 1850). Salmonella Typhi PhoP-promoter GFP reporter, fluorescence, 4 h; higher % means a stronger effect. 310,000 compounds, 0.33% hits. one-dose inhibition, % at 50 µM; IC50 in µM for titrated hits; in the data active means a potency from the dose series; inconclusive means inhibition mostly from about 25% at the one dose, without a potency; inactive means the rest, 99 in 100 with inhibition below about 19%;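 further: 0% = induced wells with vehicle and 100% = uninduced wells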
H37Rv inhibition = M. tuberculosis growth inhibition, HTS (AID 449762); M. tuberculosis H37Rv growth inhibition, 7H9 media; higher % means a stronger effect; 330,000 compounds, 0.59% hits; one-dose inhibition, % at 25 µM; IC50 in µM for titrated hits; in the data active means a potency from the dose series; inconclusive means inhibition above about 70% without an active follow-up result;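 further: bacterial growth assessed after seven days of incubation; strong numbers were not always called active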
M. tuberculosis = growth inhibition of non-replicating M. tuberculosis (AID 488890). Mycobacterium tuberculosis non-replicating, growth inhibition; higher % means a stronger effect. 320,000 compounds, 0.39% hits. inhibition, % at 25 µM, or IC50 in µM where a hit was titrated; in the data active means a potency from the dose series; inconclusive means inhibition mostly from about 82% at the one dose, without a potency; inactive means the rest, 99 in 100 with inhibition below about 76%;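 further: plate controls were DMSO cells for no effect and high antibiotic wells for full effect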
influenza NS1A = NS1A inhibition, H1N1 influenza, cell based functional assay (AID 504329); one-dose inhibition, % at 12.5 µM; IC50 in µM for titrated hits; NS1A functional cell-based assay, percent inhibition; higher % means a stronger effect; 340,000 compounds, 0.3% hits; in the data active means a potency from the dose series; inconclusive means inhibition above about 27% without an active follow-up result; further: strong numbers were not always called active
inhibitors of VEEV = inhibitors of VEEV TC-83 cytopathic effect, confirmation, Vero cells (AID 588727). Vero cells, VEEV TC-83 cytopathic effect inhibition; higher % means a stronger effect. inhibition, % at 20 µM, or IC50 in µM where a hit was titrated. 350,000 compounds, 0.13% hits; in the data active means a potency from the dose series; inconclusive means inhibition mostly from about 14% at the one dose, without a potency; inactive means the rest, 99 in 100 with inhibition below about 12%; further: strong numbers were not always called active
Numbers without * were called inactive; i = inactive; ? = inconclusive; . = not tested or not shown.

SMILES	PhoP GFP inhibition	H37Rv inhibition	M. tuberculosis	influenza NS1A	inhibitors of VEEV
CCOCCOC(=O)C(C)Oc1ccc(Oc2ncc(Cl)cc2Cl)cc1 (stereo not given)	-9%	?	?	-9%	i
Cc1ccc(F)c(NC(=O)CCOc2ccccc2C)c1	-3%	-3%	64%	-23%	1.3%
CC(=O)Nc1ccc(NC(=S)NC(=O)c2oc3ccccc3c2C)cc1	-7%	-6%	-1%	-5%	0.3%
O=C(CSc1nnc(-c2ccc3c(c2)OCCO3)o1)N1CCCC1	-6%	5%	?	-1%	2.0%
COc1cc2ncnc(N[C@H](C)c3ccccc3)c2cc1OC	5%	2%	-6%	-26%	11%
CC(=Nc1ccc2c(c1)CCC2)c1c(O)n(C)c(=O)n(C)c1=O	-6%	-16%	1%	-5%	1.7%
Cn1c(O)c(C=NCCc2c[nH]c3ccccc23)c(=O)n(C)c1=O	1%	-4%	4%	-5%	0.9%
COc1ccc(C(=O)NCCc2nc3cc([N+](=O)[O-])ccc3n2C)cc1	16%	1%	-6%	13%	?
COc1ccc(OC)c(NC(=O)C2C3CCC(C3=C(C)C)C2C(=O)O)c1 (stereo not given)	5%	-3%	17%	-3%	3.1%
Oc1ccc(-c2ccccc2)cc1CN1CCCCCC1	-7%	13%	20%	-33%	i
O=C(N/N=C/c1ccoc1)c1cc(O)cc(O)c1	-9%	3%	0%	1%	2.8%
CSCCC(NC(=O)c1ccccc1Cl)C(=O)NCC(c1cccs1)N(C)C (stereo not given)	.	.	.	-12%	0.6%
COc1ccc(NC2=CC(=O)CC(c3ccccc3)C2)cc1 (stereo not given)	-6%	1%	-7%	4%	1.5%
COc1ccc(-c2cc(C(F)(F)F)n3nc(C(=O)N4CCCCC4)cc3n2)cc1	0%	-6%	1%	-3%	i
CCOC(=O)N1CCN(C(=O)/C(=C/c2ccc(N(C)C)cc2)NC(=O)c2ccccc2)CC1	.	-11%	-12%	-5%	0.5%
[O-][N+]1=c2ccc(Nc3ccccc3)cc2=NC12CCCCC2	6%	?	?	17%	0.6%
Cc1cc(/C=N/n2cnnc2)c(C)n1-c1ccc(OCc2ccc(Cl)cc2)cc1	5%	?	74%	7%	2.7%
CCOC(=O)C1=CNS(=O)(=O)NC1c1ccc(C#N)cc1 (stereo not given)	.	.	.	2%	i
CCc1cc2c(=O)[nH]c(Cc3ccccc3)nc2s1	-1%	9%	-18%	-3%	0.9%
O=C(COC(=O)c1cnccn1)Nc1cccc(F)c1	.	4%	7%	0%	0.1%
CC(=O)[C@H]1CC[C@H]2[C@@H]3CC[C@H]4C[C@H](O)CC[C@]4(C)[C@H]3C(=O)C[C@]12C	-4%	-10%	4%	6%	i
O=C(c1cccc(S(=O)(=O)Nc2cccc(C(F)(F)F)c2)c1)N1CCCCC1	5%	4%	26%	1%	0.4%
Cc1ccc(NC(=O)/C(=C\c2cccs2)NC(=O)c2ccccc2)cc1	-5%	2%	-15%	-6%	5.4%
CC(C)n1c(N2CCN(CC(=O)Nc3ccc4c(c3)OCCO4)CC2)nc2ccccc21	5%	0%	26%	12%	5.8%
COC(=O)COc1ccc2c(c1)O/C(=C\c1ccco1)C2=O	-4%	?	?	23%	i

One compound at a time, as listed above. Screens in order: PhoP GFP inhibition | H37Rv inhibition | M. tuberculosis | influenza NS1A | inhibitors of VEEV
`[O-][N+]1=c2ccc(Nc3ccccc3)cc2=NC12CCCCC2` is listed with 6% | ? | ? | 17% | 0.6%
`Cc1ccc(F)c(NC(=O)CCOc2ccccc2C)c1` is listed with -3% | -3% | 64% | -23% | 1.3%
`Cc1cc(/C=N/n2cnnc2)c(C)n1-c1ccc(OCc2ccc(Cl)cc2)cc1` is listed with 5% | ? | 74% | 7% | 2.7%

Going on with the list.
SMILES	PhoP GFP inhibition	H37Rv inhibition	M. tuberculosis	influenza NS1A	inhibitors of VEEV
CC(C)(C)NC(=O)c1cccc2c1-c1ccccc1C2=O	-11%	9%	11%	-7%	1.0%
CC(C)C(=O)Nc1nnc(SCC(=O)N2C(C)CCCC2C)s1 (stereo not given)	-3%	11%	-11%	-8%	1.5%
COC(=O)c1c(C)[nH]c(C(=O)/C=C/c2ccc(C)cc2)c1C	-12%	4%	25%	4%	1.8%
Cc1cc(/C=C(/C#N)c2nc3ccccc3[nH]2)c(C)n1-c1ccccc1C(=O)O	9%	1%	14%	-16%	1.4%
CCc1ccc(NC(=O)C(C)Sc2nnc(CN3CCCC3)o2)cc1 (stereo not given)	.	0%	7%	-14%	i
CCCN1CC(C)C(OC(C)=O)(c2ccccc2)CC1C (stereo not given)	-8%	-1%	6%	-5%	1.4%
Cc1ccc(NC2=Nc3ccccc3N3C2=Nc2c(c(C)nn2-c2ccccc2)C3c2ccc(O)c(O)c2)cc1 (stereo not given)	-8%	.	.	5%	i
O=C(C1=C[C@H](C2CCCCC2)C[C@H](OCCCCO)O1)N1CCN(Cc2ccccc2)CC1	-7%	0%	17%	-9%	4.4%
CCOC(=O)C1C(=O)OC(C)(C)C1C(C)C(=O)c1ccc(C)cc1 (stereo not given)	0%	-10%	-12%	-1%	i
Cc1ccc(S(=O)(=O)N2CCN(C(=O)c3cc4c(C)nn(-c5ccccc5C)c4s3)CC2)cc1	-10%	-3%	10%	4%	0.9%
CCc1nn(CC(=O)N2CCN(c3ccc(F)cc3)CC2)c(=O)c2cc3occc3n12	4%	13%	5%	2%	i
COC(=O)C1=C(c2ccc3ccccc3c2)C[C@@H]2CC[C@H]1N2C	.	-6%	-7%	-14%	0.3%
CCn1c(=O)cc(SCC(=O)NCc2ccc3c(c2)OCO3)c2ccccc21	10%	5%	-12%	6%	2.1%
CCCC(=O)N(CCN(Cc1ccccc1)C(=O)CCC)Cc1ccccc1	13%	58%	23%	-1%	i
CCOC(=O)CCC(=O)N1CCOCCOCCOCC1	-6%	-2%	-2%	-11%	0.8%
CCOC(=O)C1=C(C)NC(=S)NC1c1ccc(OCC(=O)N2CCCCCC2)c(OC)c1 (stereo not given)	-3%	-3%	-3%	1%	i
CN(Cc1ccccc1)C(=O)c1[nH]cnc1C(=O)NCC(=O)OCc1ccccc1	-4%	-1%	29%	-4%	1.1%
O=C(c1ccccc1)n1c(=S)nc2ccccn21	-19%	1%	6%	-3%	4.5%
Cc1cnc([N+](=O)[O-])n1CCOC(=O)NC(=O)c1ccccc1	5%	3%	4%	-6%	0.5%
O=C(NCc1ccco1)c1nc2c(nnn2Cc2ccccc2Cl)c(=O)[nH]1	-20%	-12%	53%	-4%	34%
O=C(CCc1ccccc1F)N1CCN(c2ccc(C(F)(F)F)cn2)CC1	-4%	11%	79%	-12%	0.3%
Cc1ccc(C)c(Cc2c(C)nc3c(C(=O)N4CCOCC4)cnn3c2C)c1	-2%	-6%	1%	-6%	i
O=C(Nc1ccc(Cl)cc1N1CCOCC1)C1CC1	-6%	1%	-17%	24%	2.1%
O=S(=O)(NCC1CN(S(=O)(=O)c2ccc3c(c2)OCCO3)C1)c1c(F)cccc1F	.	-6%	14%	-14%	i
CCN1C(=O)/C(=C/c2ccc(N(CC)CC)cc2OC)C(=O)NC1=S	-5%	10%	36%	13%	11%
SMILES	PhoP GFP inhibition	H37Rv inhibition	M. tuberculosis	influenza NS1A	inhibitors of VEEV
CCOC(=O)c1c(C)nc2sc(C(=O)Nc3ccc(OC)cc3)c(N)c2c1-c1ccc(OC)cc1	-10%	-3%	1%	-13%	8.8%
Cc1ccc(C)c(OCCC(=O)NCCc2ccc(S(N)(=O)=O)cc2)c1	-8%	-8%	-7%	22%	9.7%
Cc1ccc(NC(=O)c2ccc([N+](=O)[O-])s2)cc1S(=O)(=O)N1CCOCC1	.	5%	43%	2%	2.3%
Cc1ccc(NC(=O)Nc2ccccc2CC[N+](=O)[O-])cc1	1%	-6%	7%	.	1.0%
CC(C)(C)c1cc(-c2ccccc2)n[nH]1	14%	8%	2%	-7%	0.7%
COc1cc(C(=O)OCC(=O)N(C)c2ccccc2)cc(OC)c1OC	-2%	-1%	-2%	-4%	1.6%
CCCS(=O)(=O)Nc1cccc(-c2nc3cccnc3s2)c1	20%	17%	11%	7%	2.7%
CCN(CCCNC(=O)Cn1ncc2c([nH]c3ccccc32)c1=O)Cc1ccccc1	8%	1%	26%	3%	3.3%
CCCC(=O)c1c(O)[nH]c(=O)[nH]c1=O	-13%	-5%	-3%	2%	0.3%
COc1ccc(C(C)=O)cc1COC(=O)c1cnc(C)cn1	7%	-13%	2%	1%	1.2%
Cc1cc(C)n(C(CC(=O)O)C(=O)O)n1 (stereo not given)	0%	4%	-3%	-4%	1.3%
Cc1ccc(-n2nnnc2SCC(=O)NC2CC2)cc1C	-1%	3%	4%	-12%	4.5%
Cc1ccc(C)c(OCCSc2nnc(-c3cccnc3)n2N)c1	-5%	2%	6%	0%	i
Cc1ccc(S(=O)(=O)N2CCCCC2)cc1NC(=O)[C@@H]1CCCN1C(=O)c1cccs1	.	-5%	12%	-9%	1.1%
COc1cc(Nc2ccc(C(=O)O)cc2[N+](=O)[O-])cc(OC)c1	12%	0%	-11%	-7%	0.4%
Cc1ccc2nc3c(cc(C(=O)NCC4CCCO4)c(=N)n3C3CCCC3)c(=O)n2c1 (stereo not given)	2%	-6%	23%	7%	i
O=C1CCn2c1c(O)c1ccccc1c2=O	.	.	.	0%	1.2%
O=[N+]([O-])c1ccccc1/C=N\N1CCN(c2ccccc2)CC1	-2%	0%	20%	17%	4.4%

Of the compounds above, these contain an NH in an aromatic ring.
SMILES	PhoP GFP inhibition	H37Rv inhibition	M. tuberculosis	influenza NS1A	inhibitors of VEEV
Cn1c(O)c(C=NCCc2c[nH]c3ccccc23)c(=O)n(C)c1=O	1%	-4%	4%	-5%	0.9%
CCc1cc2c(=O)[nH]c(Cc3ccccc3)nc2s1	-1%	9%	-18%	-3%	0.9%
COC(=O)c1c(C)[nH]c(C(=O)/C=C/c2ccc(C)cc2)c1C	-12%	4%	25%	4%	1.8%
Cc1cc(/C=C(/C#N)c2nc3ccccc3[nH]2)c(C)n1-c1ccccc1C(=O)O	9%	1%	14%	-16%	1.4%
CN(Cc1ccccc1)C(=O)c1[nH]cnc1C(=O)NCC(=O)OCc1ccccc1	-4%	-1%	29%	-4%	1.1%
O=C(NCc1ccco1)c1nc2c(nnn2Cc2ccccc2Cl)c(=O)[nH]1	-20%	-12%	53%	-4%	34%
CC(C)(C)c1cc(-c2ccccc2)n[nH]1	14%	8%	2%	-7%	0.7%
CCN(CCCNC(=O)Cn1ncc2c([nH]c3ccccc32)c1=O)Cc1ccccc1	8%	1%	26%	3%	3.3%
CCCC(=O)c1c(O)[nH]c(=O)[nH]c1=O	-13%	-5%	-3%	2%	0.3%
